# FBW7 activator: FBW7 E3 ligase activators, primary screen, biochemical, AlphaScreen, human | AlphaScreen FBW7–phospho-cyclin E peptide binding, activator screen | 0.13% of 650,000 active | normalized activity (activation), % at 26.1 µM; in the data active = normalized activity above about 1.9%;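 note: purified mutant Fbw7 with reduced substrate affinity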
# TEAD-YAP inh: TEAD-YAP interaction inhibition, primary screen, TEAD-YAP interaction inhibitor project, luminescence, HEK-TIYL cells. inhibition, % at 9.12 µM. TEAD-Gal4/YAP UAS-luciferase luminescence. AID 1259422, 2018. 1.4% of 640,000 active; in the data active = inhibition above about 32%;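 note: 0% = median of test compound wells and 100% = reference inhibitor wells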
# GPR151 ag: activators of human GPR151, primary screen, cell-based, PathHunter beta-arrestin, luminescence. PathHunter beta-arrestin GPR151 cells. activation, % at 11.2 µM. 1% of 650,000 active. AID 1508602, 2020; in the data active = activation above about 4.9%;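 note: 0% = median of compound wells and 100% = cells with positive control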
# Target sequence (Q8TDV0 whole entry, looked up): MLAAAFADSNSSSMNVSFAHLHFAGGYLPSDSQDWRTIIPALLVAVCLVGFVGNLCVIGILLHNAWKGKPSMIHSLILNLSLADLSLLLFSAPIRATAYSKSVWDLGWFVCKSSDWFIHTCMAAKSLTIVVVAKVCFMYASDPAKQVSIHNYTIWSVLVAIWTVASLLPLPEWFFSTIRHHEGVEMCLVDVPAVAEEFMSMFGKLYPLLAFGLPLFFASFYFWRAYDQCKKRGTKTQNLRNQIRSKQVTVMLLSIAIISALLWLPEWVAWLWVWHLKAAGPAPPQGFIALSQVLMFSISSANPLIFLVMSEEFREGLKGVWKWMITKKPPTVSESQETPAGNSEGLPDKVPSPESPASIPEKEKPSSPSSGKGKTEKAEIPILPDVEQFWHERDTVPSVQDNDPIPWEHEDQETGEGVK
# MITF primary: MITF inhibitors, primary screen, biochemical, AlphaScreen, human | 0.91% of 650,000 active | AlphaScreen MITF homodimerization, bead proximity signal | Microphthalmia-associated transcription factor (Homo sapiens), O75030 | inhibition, % at 2.6 µM; in the data active = inhibition above about 50%;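 note: 0% = vehicle wells with protein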
# Target sequence (O75030 whole entry, looked up): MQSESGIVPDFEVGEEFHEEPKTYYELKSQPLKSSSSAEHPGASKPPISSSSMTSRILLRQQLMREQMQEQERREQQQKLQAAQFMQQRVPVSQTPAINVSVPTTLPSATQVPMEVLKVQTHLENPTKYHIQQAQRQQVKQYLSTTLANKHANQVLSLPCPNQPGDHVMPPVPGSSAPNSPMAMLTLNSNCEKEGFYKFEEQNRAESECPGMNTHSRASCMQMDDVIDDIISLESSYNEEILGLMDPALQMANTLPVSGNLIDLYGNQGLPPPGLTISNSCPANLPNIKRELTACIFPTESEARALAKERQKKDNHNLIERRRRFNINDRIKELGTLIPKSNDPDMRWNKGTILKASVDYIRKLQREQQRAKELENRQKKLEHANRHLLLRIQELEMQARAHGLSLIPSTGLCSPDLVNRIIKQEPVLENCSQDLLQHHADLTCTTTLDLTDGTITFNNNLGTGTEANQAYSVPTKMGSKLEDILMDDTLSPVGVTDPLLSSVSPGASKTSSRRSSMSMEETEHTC
# Numbers without * were called inactive; . = no result given; & = joins results of further samples.
No.	Molecule	FBW7 activator	TEAD-YAP inh	GPR151 ag	MITF primary
1	CCOC(=O)CCCN(Cc1ccc(F)cc1)S(=O)(=O)c1c(C)cc(C)cc1C	0.2	7	0.9	15
2	COC(=O)c1cc(S(=O)(=O)Nc2cccc(C(C)=O)c2)c[nH]1	-0.1	-3	0.2	-6
3	CCC1NC(=O)c2cc(S(N)(=O)=O)c(Cl)cc2N1 (configuration not stated)	0.1	.	1.6	22
4	Cc1ccccc1CS(=O)(=O)c1ccc(C(=O)N2CCOCC2)cc1[N+](=O)[O-]	0.1	12	-0.8	1
5	CC(Sc1nc(N)cc(=O)[nH]1)C(=O)Nc1cccc(Cl)c1 (configuration not stated)	-0.1	9	0.9	14
6	c1nc(Nc2ccc3c(c2)OCCO3)cc(-c2ccc(OC3CCCCO3)cc2)n1 (configuration not stated)	-0.2	-28	0.2	-1
7	COc1c(Cl)cc(Cl)cc1C(=O)Nc1ccccc1[N+](=O)[O-]	-0.2	-7	-0.2	1
8	COc1cc(/C=N/NC(=S)NC2CCCCC2)cc(OC)c1O	0.0	-9	0.0	12
9	CCOc1ccc(C(=O)Nc2ccc(-c3nc4ccccc4[nH]3)cc2)cc1Br	0.5	0	-1.3	5
10	COCCn1nnnc1C(CC(C)C)N1CCN(c2cccc(Cl)c2)CC1 (configuration not stated)	0.1	7	0.2	-14
11	Cc1ccc(C(=O)Cn2c(Br)nc3c2c(=O)n(C)c(=O)n3C)cc1	-0.2	2	-1.9	-10
12	O=C1CCC([N+](=O)[O-])C(c2cccc(Br)c2)N1 (configuration not stated)	0.0	3	1.0	12
13	CC(C)(C)CC(C)(C)c1ccc(OCC(=O)NNC(=O)c2ccccc2)cc1	0.0	-5	-0.4	-15
14	O=C(CSc1ncn(-c2ccccc2)n1)Nc1ccc2c(c1)OCCO2	-0.1	5	-1.8	0
15	CCC(=O)Nc1nnc(SC(CC)C(=O)Nc2nccs2)s1 (configuration not stated)	0.0	4	-0.3	11
16	CC(Oc1ccc(Cl)cc1Cl)C(=O)NNC(=O)c1cnccn1 (configuration not stated)	-0.3	9	-1.5	6
17	O=C(NCc1cccs1)C1CCCN(S(=O)(=O)c2ccc(Br)s2)C1 (configuration not stated)	0.0	-3	0.3	13
18	Fc1ccc(NC(=S)NCC2CCCO2)cc1Cl (configuration not stated)	-0.2	-10	0.6	8
19	COc1ccc(Cc2nc3c4c5c(sc4ncn3n2)CCCCC5)cc1	-0.1	-2	-0.5	-1
20	CSc1ccccc1NC(=O)Cn1nc([N+](=O)[O-])c(Br)c1C	-0.1	1	-2.2	2
21	O=C(NNc1ccccc1[N+](=O)[O-])Nc1ccc(F)cc1	0.0	6	0.3	0
22	COc1ccc(Nc2c(-c3cccc(O)c3)nc3cnccn23)cc1	0.1	-2	0.9	0
23	C=CCN(CC=C)C(=O)C[n+]1ccc(/C=N/O)cc1	0.0	12	-0.5	2
24	Cc1ccc(C)c(NC(=O)CSc2nnc3[nH]c(=O)c(C)nn23)c1	0.0	3	1.5	-6
25	O=C(c1ccc(Cl)cc1Cl)N1CCN(c2ccc(Nc3cccnc3)nn2)CC1	-0.1	-1	0.4	-28
26	Cc1ccccc1-c1nnc(CN2CCc3ccccc32)o1	-0.2	-6	0.9	-11
27	CC(C)n1c(SC2CCOC2=O)nc2scc(-c3cccs3)c2c1=O (configuration not stated)	-0.3	-4	-1.1	48
28	CC(C)(C)NC(=O)CSc1nnnn1-c1cccc2ccccc12	-0.1	0	1.0	-9
29	Cc1cc(/C=N/NC(=O)CC2(C)OCCO2)c(C)n1-c1ccc(Cl)c(Cl)c1	-0.1	-5	-0.3	3
30	COc1cccc(-c2nc3nc(C)c(CCC(=O)Nc4ccc(F)cc4)c(C)n3n2)c1	0.1	-18	1.0	7
31	COc1ccc(S(=O)(=O)NC(C(C)C)C(C)C)cc1	0.5	0	2.2	5
32	COc1cc(NC(=O)c2sc3nc4n(c(=O)c3c2C)CCCC4)cc(OC)c1OC	0.0	-8	12*	-6
33	N#CC(C(=O)c1cc(=O)c2ccccc2o1)c1ccc2ccccc2n1 (configuration not stated)	0.1	2	0.1	16
34	COc1cccc(-c2nc(-c3ccc(OC)c(OC)c3)no2)c1	0.0	-63	-7.5	-5
35	O=C1CC(Sc2nc(-c3ccccc3)cc(C(F)(F)F)n2)C2COC1O2 (configuration not stated)	0.5	13	-0.2	10
36	CCCCCCNc1nc(Nc2ccc(Cl)cc2)nc(N2CCOCC2)n1	0.0	1	1.7	6
37	CCc1nc2sccn2c(=O)c1C(=O)N1CCCC1COC (configuration not stated)	-0.3	-1	4.6	2
38	N#C/C(=C\c1ccc(N2CCOCC2)o1)c1nc2ccccc2[nH]1	-0.1	-71	-0.1	2
39	CCOC(=O)c1ccc(CN(Cc2ccc(OC)cc2)S(=O)(=O)c2cccc([N+](=O)[O-])c2)cc1	0.1	-3	0.5	16
40	Cc1ccc(C(=O)O)cc1NC(=O)c1ccc2c(c1)C(=O)N(CCC(C)C)C2=O	0.2	-4	1.3	30
41	CC1=C(C(=O)N2CCOCC2)C(c2cccs2)NC(=O)N1 (configuration not stated)	0.6	4	0.0	14
42	O=C(COC(=O)c1ccc([N+](=O)[O-])o1)Nc1cccc(C(F)(F)F)c1	-0.1	4	0.2	-1
43	COc1ccc(C2C(C(N)=O)=C(C)Nc3nc(CCCO)nn32)cc1OC (configuration not stated)	-0.1	-1	0.0	0
44	CCOC(=O)NN1C(=O)c2ccccc2NC1c1ccc(OC)cc1 (configuration not stated)	-0.1	-3	-0.4	-1
45	O=C1C2C(C(=O)N1c1ccc(F)cc1)C1(c3ccccc3)C(=O)C2(c2ccccc2)C(c2ccccc2)=C1c1ccccc1 (configuration not stated)	0.1	-1	0.7	-8
46	COC(=O)[C@@H]1C[C@@H](NC(=O)Cc2ccc(F)cc2)CN1Cc1ccccc1Cl	0.5	22	-0.6	-1
47	CCOc1ccc(/C=C/c2[nH]c(=O)[nH]c(=O)c2[N+](=O)[O-])cc1OCC	-0.2	-9	0.3	-2
48	O=C(NCc1cccnc1)C(=O)c1c[nH]c2ccccc12	0.1	-1	1.0	5
49	CCCNC(=O)c1ccc(COc2ccc(C)cc2)o1	-0.3	4	-0.5	-4
50	O=C1C2CC(c3ccccc3)=C3C4C=CC(C5C(=O)N(c6ccc7ccccc7c6)C(=O)C45)C3C2C(=O)N1c1ccc2ccccc2c1 (configuration not stated)	0.0	1	0.1	11
51	COc1cc(/C=N/NC(=O)CNc2cccc(Br)c2)cc(OC)c1O	0.0	6	-0.5	3
52	O=c1[nH]c(-c2cc(O)c(O)c(O)c2)nc2sc3c(c12)CCCC3	0.2	60*	0.0	-1
53	COc1ccc(NC(=O)CSc2nc3cc4c(cc3c(=O)n2CCCC(=O)NCCc2ccc(OC)c(OC)c2)OCO4)cc1	0.0	7	-0.9	5
54	C=CCOc1ccc(/C(O)=C2/C(=O)C(=O)N(CCCN3CCOCC3)C2c2ccc(C(C)C)cc2)cc1C (configuration not stated)	-0.1	4	-0.3	6
55	Nc1ccc(Cc2ccncc2)cc1	-0.1	9	3.4	10
56	c1ccc(-c2cn(-c3ccccc3)c3ncnc(NCC4CCCO4)c23)cc1 (configuration not stated)	0.5	-15	-0.6	17
57	C=CCn1c(NCc2sccc2C)nc2ccccc21	0.0	-12	-2.8	13
58	CCC(C)(C)C1CCc2c(sc(NC(=O)c3c(-c4ccccc4Cl)noc3C)c2C(N)=O)C1 (configuration not stated)	0.2	12	0.6	12
59	O=C(CN1CCC(NC(=O)Cc2ccccc2)CC1)Nc1ccc(Cl)c(Cl)c1	-0.1	-2	0.2	-6
60	Cc1cccc(NC(=O)c2c(F)cccc2F)c1C	-0.1	-19	-1.1	-12

# (further entries)
No.	Molecule	FBW7 activator	TEAD-YAP inh	GPR151 ag	MITF primary
61	CC(=O)Oc1ccc(C(=O)COc2ccc(F)cc2)c(O)c1C	0.0	-1	1.1	9
62	CC(=O)Nc1ccc(NS(=O)(=O)c2ccc3c4c(cccc24)C(=O)N3C)cc1	0.3	5	-0.3	5
63	O=C(Nc1ccc(Br)cc1)C1CCCN1S(=O)(=O)c1ccc(F)cc1 (configuration not stated)	0.2	-13	-1.6	-10
64	CCOc1ccc2[nH]c(=O)c(CN(CCO)C(=O)c3ccccc3F)cc2c1	1.0	-16	-0.1	4
65	CN1C(=O)CCN(C=O)c2ccccc21	0.0	-1	0.7	5
66	Cc1nn2c(nc1=O)SCC2(O)c1ccc([N+](=O)[O-])cc1 (configuration not stated)	-0.2	-5	-1.2	-5
67	COc1ccc(/C=N\NC(=O)c2ccc(C)nc2)cc1OC	0.2	14	-0.2	0
68	COc1cc(/C=C2/C(=N)N3N=C(CC(C)C)SC3=NC2=O)ccc1OCc1ccccc1Cl	-0.1	-33	0.4	13
69	COc1ccccc1NC(=O)N1CCN(c2ccccc2OC)CC1	0.0	-6	-1.6	25
70	COc1cc2cc(CN(CCCN(C)C)C(=O)Nc3ccccc3)c(=O)[nH]c2cc1OC	-0.1	13	0.2	-12
71	Cc1cccc(Oc2coc3cc(OC(=O)c4cccnc4)ccc3c2=O)c1	-0.2	-10	-0.1	10
72	O=C(CSC1=NNC(=O)C1C1CC1)Nc1cccc(Br)c1 (configuration not stated)	-0.1	-7	1.8	22
73	Cc1nc2c(ccc3nc(NC(=O)c4ccc(C#N)cc4)sc32)s1	0.2	-18	-1.1	1
74	O=C1CC(c2ccc3c(c2)OCCO3)Oc2ccccc21 (configuration not stated)	-0.1	-32	-0.6	6
75	COc1cc(CN2CCN(Cc3ccc(F)c(F)c3)CC2CCO)cc(OC)c1 (configuration not stated)	0.3	-6	0.1	16

# Part of the list above in another layout.
[68] COc1cc(/C=C2/C(=N)N3N=C(CC(C)C)SC3=NC2=O)ccc1OCc1ccccc1Cl
  FBW7 activator: -0.1
  TEAD-YAP inh: -33
  GPR151 ag: 0.4
  MITF primary: 13
[69] COc1ccccc1NC(=O)N1CCN(c2ccccc2OC)CC1
  FBW7 activator: 0.0
  TEAD-YAP inh: -6
  GPR151 ag: -1.6
  MITF primary: 25
[70] COc1cc2cc(CN(CCCN(C)C)C(=O)Nc3ccccc3)c(=O)[nH]c2cc1OC
  FBW7 activator: -0.1
  TEAD-YAP inh: 13
  GPR151 ag: 0.2
  MITF primary: -12
[71] Cc1cccc(Oc2coc3cc(OC(=O)c4cccnc4)ccc3c2=O)c1
  FBW7 activator: -0.2
  TEAD-YAP inh: -10
  GPR151 ag: -0.1
  MITF primary: 10

# Continuation:
No.	Molecule	FBW7 activator	TEAD-YAP inh	GPR151 ag	MITF primary
76	O=C(Cc1ccccc1)Nc1ccc(Cl)c(C(=O)O)c1	0.2	-2	2.5	7
77	CC1CCN(C(=O)CNC(=O)c2ccc(Br)cc2)CC1	0.1	-25	-0.5	15
78	CCCCC(=O)NC1(C(F)(F)F)NC(=O)N(c2ccc(C)c(C)c2)C1=O (configuration not stated)	-0.1	-11	0.1	0
79	COc1cccc([C@@H]2Oc3ccc(Br)cc3CC2OC(=O)N[C@H]2CCCc3ccccc32)c1 (some centres not stated)	0.0	.	-0.2	17
80	COc1cccc(NC(=O)CSc2nc3ccccc3s2)c1	0.2	6	-1.0	2
81	Cc1cc([N+](=O)[O-])ccc1NC(=O)C1CCCO1 (configuration not stated)	-0.1	0	-0.4	3
82	O=C(c1ncc[nH]1)c1ccccc1C(=O)N1CCN(c2ccc([N+](=O)[O-])cc2)CC1	0.0	12	-0.6	8
83	CCCOc1ccc(-c2nn(-c3ccccc3)cc2/C=c2\sc3nc(-c4cccnc4)nn3c2=O)cc1	0.5	-19	0.8	-9
84	CCOc1ccc(N2C(=O)C(CC(=O)Nc3ccc(C(=O)OC)cc3)N(CCc3ccc(OC)c(OC)c3)C2=S)cc1 (configuration not stated)	0.0&0.0	2&11	0.0&0.8	-15&-7
85	CC1=C(C#N)C(c2ccc(Cl)cc2Cl)C2=C(CC(C)(C)CC2=O)N1 (configuration not stated)	0.2	26	-0.2	4
86	COc1ccc(C(=O)/C=C/Nc2cccc3cccnc23)cc1	0.0	-20	-1.5	-9
87	CCOC(=O)c1sc(NC(=O)c2cc(OC)c(OC)c(OC)c2)nc1-c1ccccc1	0.1	7	-0.8	7
88	Cc1c(-c2ccccc2)sc(Br)c1C(=O)O	-0.1	3	0.0	30
89	CCS(=O)(=O)Nc1cc2c3c(c1)CC(=O)N3CCC2	-0.1	5	0.2	15
90	CCCCOc1ccc(C(=O)NC2CCCC2)cc1	-0.1	-26	-1.2	-5

# 3 of the compounds above, with each value named:
81: Cc1cc([N+](=O)[O-])ccc1NC(=O)C1CCCO1 (configuration not stated)
  FBW7 activator = -0.1	TEAD-YAP inh = 0	GPR151 ag = -0.4	MITF primary = 3

82: O=C(c1ncc[nH]1)c1ccccc1C(=O)N1CCN(c2ccc([N+](=O)[O-])cc2)CC1
  FBW7 activator = 0.0	TEAD-YAP inh = 12	GPR151 ag = -0.6	MITF primary = 8

83: CCCOc1ccc(-c2nn(-c3ccccc3)cc2/C=c2\sc3nc(-c4cccnc4)nn3c2=O)cc1
  FBW7 activator = 0.5	TEAD-YAP inh = -19	GPR151 ag = 0.8	MITF primary = -9

# The list continues:
No.	Molecule	FBW7 activator	TEAD-YAP inh	GPR151 ag	MITF primary
91	Cc1cccnc1C(c1ccccc1)N(C)C(=O)C1CCN(C(=O)c2ccno2)CC1 (configuration not stated)	0.2	12	-0.9	3
92	CCOC(=O)c1ccc(-n2c(-c3ccccc3)cc(/C=C3\C(=O)N(c4ccccc4)N=C3C)c2-c2ccccc2)cc1	-0.3	15	0.2	4
93	Clc1ccc(OCCN2CCOCC2)cc1Cl	-0.1	-8	-0.6	16
94	O=C(COc1ccc(Cl)cc1Cl)Nn1c(-c2cccc(Cl)c2)nc2ccccc2c1=O	0.0	7	0.0	10

# Bioassay records deposited in PubChem by The Scripps Research Institute Molecular Screening Center.

# Hits appear at their usual frequency. About 3.5% of those tested had a hit in this group.
